aDG glyco act: alpha-DG glycosylation activation | activation, % at 10 µM | Pro5-aDG cells, alpha-DG glycosylation AlphaScreen (IIH6); 0% Pro5, 100% B10-LARGE cell signal | 0.22% of 360,000 active;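 active = activation of at least 8% versus controls, or a plate z-score of at least 8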;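 also: Pro5 are CHO cells carrying HIG-tagged alpha-DG that lacks glycosylation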
Shn3 3UTR inh: reduces Shn3 3'UTR luciferase signal in osteoblasts | AID 588674 | inhibition, % at 12.5 µM | 0.52% of 360,000 active | Clone20 osteoblast Shn3 3'UTR firefly luciferase, 24 h;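 active = mean inhibition of at least 75% with every replicate also reaching 75%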;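 also: 0% = median of neutral control wells and 100% = pilot-screen positive control compound; some compounds past the cut are filed as inactive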
HIF-2a block: HIF-2a inhibition; 786-0 RCC cells HIF-2a reporter, luciferase luminescence, overnight; inhibition, % at 18.8 µM; 0.72% of 360,000 active; AID 624352;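 active = inhibition of the luminescence signal of 40% or more relative to plate controls, in a single-dose primary screen at 18.75 µM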
Peg3 prom inh: Peg3 promoter activity inhibition; AID 588405; inhibition, % at 20 µM; 1.7% of 360,000 active; HeLa PEG-Prom luciferase reporter, luminescence, overnight;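 active = inhibition of at least 50% at 20 µM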
iPSC survival up: increases survival of single human iPS cells; hiPSC single-cell survival, ATPlite luminescence; 100% = ROCK inhibitor wells, 0% = DMSO; survival enhancement, % at 20 µM; 0.044% of 360,000 active; AID 602274; in the data active = survival enhancement above about 18%;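 also: cells exposed to compounds for 16 hours before the ATP read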
CF NFkB inh: inhibitors of cystic fibrosis induced NF-kB; KKLEB NF-kB-GFP reporter, PAF-induced, GFP fluorescence overnight; inhibition, % at 5 µM; 0.86% of 360,000 active;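 active = at least 50% inhibition at 5 µM, scaled per plate between neutral and stimulator controls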;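 also: PAF is a Pseudomonas aeruginosa culture filtrate used as stimulus; plate controls were PAF-stimulated DMSO wells for no effect and unstimulated DMSO wells for full effect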
NR2E3 ag-1: activates human photoreceptor nuclear receptor NR2E3; Q9Y5X4; GST-NR2E3/biotin-RetCOR TR-FRET, 1536-well; inhibition of corepressor binding, % at 4.78 µM; 0.12% of 320,000 active; AID 2300;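 active = percent inhibition above the cutoff of mean plus 3 SD of all tested compounds, set per screening campaign, cut at about 20% in these data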;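 also: 0% = DMSO wells and 100% = biotin wells as full block of FRET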
Target sequence (Q9Y5X4 whole entry, looked up): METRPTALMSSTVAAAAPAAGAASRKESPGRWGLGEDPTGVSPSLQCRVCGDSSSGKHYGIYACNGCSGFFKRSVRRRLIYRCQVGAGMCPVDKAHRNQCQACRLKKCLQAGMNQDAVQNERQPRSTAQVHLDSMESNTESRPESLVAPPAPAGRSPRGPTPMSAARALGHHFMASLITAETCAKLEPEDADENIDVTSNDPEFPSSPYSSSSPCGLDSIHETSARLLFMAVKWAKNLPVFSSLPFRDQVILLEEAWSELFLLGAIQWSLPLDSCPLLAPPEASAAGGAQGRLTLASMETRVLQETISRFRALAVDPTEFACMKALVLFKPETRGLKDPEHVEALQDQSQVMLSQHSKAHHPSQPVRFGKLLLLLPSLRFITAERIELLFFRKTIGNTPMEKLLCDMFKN
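System: GST-NR2E3 and biotin-RetCOR proteins; probe or stimulus: 7 nM biotin-RetCOR; doses: compound at 4.8 µM, single dose; schedule: Compound–protein incubation for 5 h at 4 °C; detection: time-resolved FRET; read-out: percent inhibition; controls: biotin wells as high control, 0.6% DMSO wells as low control; format: 1536-well plates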
KKLEB cytotox: CF airway cell cytotoxicity counter-screen | KKLEB CF airway cells viability, ATPlite luminescence, overnight; active compounds read low; cells stimulated with P. aeruginosa culture filtrate | activity change (cytotoxicity), % at 5 µM | 0.36% of 360,000 active;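 active = corrected activity change at or below -50% at 5 µM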
TWEAK Fn14 block: inhibitors of TWEAK-Fn14 interaction signaling; TWEAK-stimulated Fn14 reporter cells, luciferase luminescence, 8 h; inhibition, % at 10 µM; 2% of 360,000 active; in the data active = inhibition above about 50%
TRPM1 prom inh: inhibitors of MITF-driven TRPM1 promoter in melanoma cells; inhibition, % at 12.5 µM; 0.83% of 330,000 active; SK-MEL-5 TRPM1 promoter luciferase, 24 h;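 active = mean inhibition across replicates of 60% or more, whatever share of single replicates reaches that level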; also: values of inactives mirror those of a sister screen read the other way
NR2E3 ag-2: activates human NR2E3 receptor; Q9Y5X4; CHO-S Gal4-NCOR/VP16-NR2E3 two-hybrid, luciferase; inhibition of corepressor binding, % at 3.98 µM; 0.35% of 360,000 active; AID 602229;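 active = inhibition above the mean of all tested compounds plus 3 SD, cut at about 70% in these data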;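 also: 0% = DMSO with NR2E3 transfected cells and 100% = cells lacking NR2E3 construct; higher means lower luciferase signal from less NR2E3 corepressor binding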
* = called active by the depositor; / = no result given.

Values run as follows: aDG glyco act, Shn3 3UTR inh, HIF-2a block, Peg3 prom inh, iPSC survival up, CF NFkB inh, NR2E3 ag-1, KKLEB cytotox, TWEAK Fn14 block, TRPM1 prom inh, NR2E3 ag-2
> COc1ccc(NC(=O)CCNC(=O)C2CCN(S(=O)(=O)c3ccc(OC)cc3)CC2)cc1
  0.0, 2, 7, 3, 0.2, 5, 4, 2, -1, -1, -9
> Cc1[nH]c(=O)[nH]c(=O)c1N1CCOCC1
  -0.1, /, 18, 7, 1.2, 10, -4, 6, -1, 1, 2
> COC(=O)C1CCN(C(=O)Nc2ccccc2)CC1
  -0.1, 2, 14, 14, 0.0, 3, 1, 0, 2, -8, -2
> CCOC(=O)c1sc(=S)n(-c2ccccc2)c1NC(C)=O
  0.0, -11, 5, 7, 0.2, -8, 1, 17, -6, -2, -8
> COc1ccc(C2CC(=O)c3c([nH]c(C(=O)OC(C)C)c3C)C2)cc1OC (centres undefined)
  1.1, 43, -17, -12, -2.3, -13, -3, 2, 4, -4, -6
> O=C(Nc1ccccc1N1CCN(C(=O)c2ccc(Cl)cc2)CC1)c1cccc(F)c1
  0.0, 27, 9, 14, 1.2, -2, 4, 0, 0, -15, -54
> COc1ccc(-c2noc(-c3ccccc3C(=O)Nc3cccc(OC)c3)n2)cc1
  0.3, 4, -68, 2, -0.4, -12, 3, 11, 25, -9, -44
> COC(=O)c1ccc(NC(=O)c2ccc3nsnc3c2)cc1
  0.0, -27, -133, -194, 2.6, -8, 4, -1, 12, -32, -22
> COCCCN(C(=O)c1ccco1)c1nc(-c2ccc(OC)cc2)cs1
  0.0, 17, -126, -25, -0.2, 7, 2, -4, 10, -6, -33
> Cc1ccc(/C=N/NC(=O)CSc2nc3ccccc3s2)o1
  0.1, -34, -7, -4, -0.7, 0, -7, 9, 23, -4, -10
> CCOc1ccccc1NC(=O)Cn1c(=O)oc2cc(Cl)ccc21
  0.0, -4, 11, 7, 2.0, -3, -3, 10, 11, 9, 12
> O=C(Nc1cccc(F)c1)Nc1cccc(Cl)c1
  0.3, 14, -259, -129, 0.0, 27, 2, -6, 30, -60, -101
> CC(NS(=O)(=O)c1ccc2c(c1)OCCO2)c1ccccc1 (centres undefined)
  -0.2, -15, 11, 4, -0.2, 0, 6, -4, 2, 8, 5
> COC(=O)c1cc(C(=O)NCc2ccc3c(c2)OCO3)cc([N+](=O)[O-])c1
  -0.1, 15, 15, 7, 0.2, -33, 0, -3, -4, 5, 3
> Nc1ccc2c(c1)[nH]c(=O)c1cc(N)ccc12
  -0.4, -21, -8, -14, -0.4, -109, /, 20, -9, /, -14
> Cc1cc(C)cc(NC(=O)COC(=O)CCc2ccc(S(=O)(=O)N3CCOCC3)cc2)c1
  0.0, 0, 9, -9, -0.5, 0, 4, 2, -6, -1, -17
> CC1(C)CC(NS(=O)(=O)c2ccc(S(N)(=O)=O)cc2)CC(C)(C)N1
  0.1, 7, 15, 15, 0.8, -15, 3, -2, -4, -2, -1
> CNc1nc(Sc2ccc(C)cc2)cc(C(F)(F)F)n1
  0.0, -1, 0, 24, 2.5, 8, 2, 9, 13, 6, -23
> CC(C)(C)c1cc(C(=O)O)n(Cc2ccc(Cl)cc2Cl)n1
  -0.1, 7, 12, 7, 2.7, 4, -1, 1, -20, 3, 16
> CCCCOc1ccc(C(=O)OCC(=O)N2CCCCCC2)cc1
  0.2, 9, 1, -9, -3.3, -4, /, -6, 15, 0, 18
> O=C1NC(Cc2ccccc2)c2nc3ccc(Cl)cc3c(=O)n2-c2ncccc21 (centres undefined)
  -0.1, 15, 2, 1, 3.3, -12, /, -27, -3, /, -24
> COc1cccc(/C=C/c2n[nH]c(=O)c(C#N)c2C)c1
  0.2, -13, 9, -12, -0.3, 17, 0, 2, 11, 42, -22
> COc1ccc(Cc2nc3ccc(C(=O)NCC4COCCO4)cc3o2)cc1OC (centres undefined)
  0.0, -2, -21, -6, -0.6, 6, -3, -15, -15, -1, -1
> COC(=O)c1ccc(NC(=O)CSc2nc(=O)n3cccc(C)c3n2)cc1
  0.1, -20, 5, -7, -0.5, 12, -3, -1, -3, -5, 4
> Cc1cc(C(=O)N2CCCC2(C)C(=O)O)c(C)o1 (centres undefined)
  0.1, -3, -5, -5, -1.3, 12, /, -1, 11, /, -12
> Cc1ccc(N(CC(=O)N2CCCC2)S(C)(=O)=O)cc1C
  0.0, -6, 16, 7, -0.5, 3, 2, -4, 7, 13, 15
> Cc1cccc(NC(=O)N2CCN(Cc3ccccc3)CC2)c1
  0.0, 3, -122, -62, -0.5, -8, 2, -6, -11, -14, -29
> Cc1cc(C)nc(NS(=O)(=O)c2ccc(NC(=O)C3COc4ccccc4O3)cc2)n1 (centres undefined)
  0.2, 11, 10, 16, 1.0, -7, -1, -1, 2, -19, -21
> O=CN1CCN(C(=O)c2ccc(-c3nc4ccccc4s3)s2)CC1
  0.7, -33, -135, -137, -1.3, -1, 1, -4, -1, -64, -45
> COc1ccc(-c2csc3nc(-c4ccccc4F)oc(=O)c23)cc1
  0.0, -1, -85, -41, -0.6, -10, 3, 12, -8, -18, -23
> CCC(CC)C(=O)N(C)c1c(C)nc2c(OCc3ccccc3C(=O)OC)cccn12
  0.3, -13, -9, 8, -1.7, -7, /, -4, -1, /, 5
> COc1ccccc1NC(=O)NC1(C(=O)N2CCOCC2)CCCCC1
  -0.1, -9, 7, 10, 0.0, 4, 2, -8, 3, 5, -18
> COc1ccc(NC(=O)c2ccccc2NS(=O)(=O)c2ccc(CNC(C)=O)cc2)c(OC)c1
  0.1, -2, -3, 13, 0.0, -8, -3, 2, 2, 11, -21
> O=C(CC[C@H]1O[C@@H](n2ccc(=O)[nH]c2=O)[C@H](O)[C@@H]1O)N[C@H](Cc1ccccc1)C(=O)NCCCN1CCCC1=O
  -0.1, -3, -7, 0, 6.7, -24, /, 7, 5, /, 18
> COCc1nnc(NC(=O)c2ccc(S(=O)(=O)N3CCCC3)cc2)o1
  0.2, -4, 7, 4, -0.4, -13, 1, 13, -4, 3, -4
> O=S1(=O)c2c(Oc3cccc4ccccc34)cccc2OC(COCc2ccccc2)CN1C1CCCC1 (centres undefined)
  -0.2, 54, 22, 13, -2.1, 1, /, 0, -19, 14, -6
> O=C(Nc1ccc(CN2CCOCC2)cc1)c1cc(Cl)ccc1Cl
  0.0, 1, -27, -14, -0.4, 4, /, 2, -15, -2, -55
> O=C1C=C(N2CCOCC2)C2(CCCCC2)O1
  -0.3, 15, 12, 4, 1.4, -11, -1, 4, -8, 13, 0
> Cc1ccc2c(c1)N(CCC(=O)NCc1cccnc1)C(=O)CO2
  0.3, 10, 15, 7, 2.0, 6, 0, -1, 1, -1, -20
> Cc1c(Cl)cccc1NC(=O)CSc1nnc(C)n1CC1CCCO1 (centres undefined)
  -0.1, -5, 2, 4, -0.2, 7, 2, 14, 8, 5, 0
> CC(OC(=O)Cc1c[nH]c2ccccc12)C(=O)NC1(C#N)CCCCC1 (centres undefined)
  0.5, -12, 19, 11, 0.2, -12, 0, 19, 8, 3, 2
> O=C(Nc1ccccc1)c1ccccc1NC(=O)[C@H]1CCCC[C@H]1C(=O)O
  -0.1, -1, 15, 5, 0.1, -8, -1, 2, -6, -3, -15
> O=C(Nc1cccnc1Cl)C1=NN(c2ccccc2)C(=O)CC1
  -0.2, -25, 0, -15, -0.6, 11, 1, -7, -5, -13, -9
> O=C(NC1CCS(=O)(=O)C1)C12CC3CC(CC(C3)C1)C2 (centres undefined)
  -0.2, -6, 0, 3, 2.0, -11, -3, -10, 12, 8, -10
> O=C(CSc1nc(-c2ccc(F)cc2)cs1)Nc1ccccn1
  -0.5, -6, -13, 2, -2.0, 16, 4, -17, -19, 9, -1
> Cc1cccc(/C=N\Nc2cn[nH]c(=O)c2Cl)c1
  0.0, -12, -163, -61, -0.9, -51, -2, 3, -3, 9, -23
> CN(C)S(=O)(=O)N1CCCC(C(=O)c2ccc(C(F)(F)F)cc2)C1 (centres undefined)
  -0.1, 8, 22, 23, 1.3, 15, 0, -6, 1, 2, 13
> O=C(CC1(O)C(=O)Nc2ccc(Br)cc21)c1ccc2c(c1)OCO2 (centres undefined)
  2.0, -1, -2, -8, -0.8, -9, 5, 15, -6, 8, -10
> OC(c1ccccc1)(C1CCCCC1)C(CN1CCOCC1)c1ccccc1 (centres undefined)
  0.3, -3, 9, 18, 0.3, -24, -1, 0, 12, -7, 12
> O=C1OC(c2ccccc2)/C(=C(/O)c2ccccc2)C1=O (centres undefined)
  0.0, -17, -50, -37, 4.1, 4, 5, -3, -15, -14, -7

An excerpt from above, limited to CF NFkB inh and KKLEB cytotox.
compound,CF NFkB inh,KKLEB cytotox
O=C(CC1(O)C(=O)Nc2ccc(Br)cc21)c1ccc2c(c1)OCO2 (centres undefined),-9,15
OC(c1ccccc1)(C1CCCCC1)C(CN1CCOCC1)c1ccccc1 (centres undefined),-24,0

(list continues)
Values run as follows: aDG glyco act, Shn3 3UTR inh, HIF-2a block, Peg3 prom inh, iPSC survival up, CF NFkB inh, NR2E3 ag-1, KKLEB cytotox, TWEAK Fn14 block, TRPM1 prom inh, NR2E3 ag-2
> O=C(CSc1nnc(-c2ccccc2Cl)o1)N1CCCC1
  0.2, -96, -193, -181, 0.8, -6, 3, -22, -12, -67, -116
> O=C(N/N=C/C1CC=CCC1)c1cc(Br)ccc1O (centres undefined)
  -0.1, 5, 25, 0, 1.5, -4, -4, 5, 9, 5, -12
> O=C(CSc1nc2ccc([N+](=O)[O-])cc2[nH]1)NC1CCCC1
  0.0, -7, 8, 9, -1.2, 4, 1, -5, 9, -14, -21
> COc1cccc(-c2cnc3c(c2)C(=O)N([C@H](C)CO)C[C@@H](C)[C@H](CN(C)C(=O)Nc2ccccc2F)O3)c1
  -0.1, -26, -4, 4, 3.9, 14, /, -10, 6, /, -2
> COc1ccc(C(=O)COC(=O)/C=C/c2ccccc2)cc1
  0.2, -5, -45, -77, -0.4, -7, 6, 17, -5, -6, -9
> CCc1ccccc1NC(=S)N=Nc1c(O)n(C)c2ccc(S(=O)(=O)N3CCOCC3)cc12
  1.5, 64, 23, 20, -0.9, -10, 0, 2, -2, 15, 15
> COc1ccc(CCNS(=O)(=O)c2c(C)nc3scc(C)n3c2=O)cc1OC
  0.0, -9, 0, 2, -0.6, 16, 2, 2, -8, 2, -6
> CC(NC(=O)c1cc(-c2ccc3c(c2)OCO3)nc2ccccc12)C(C)(C)C (centres undefined)
  0.0, 13, 12, 5, -1.1, -4, 3, 0, 18, 5, -4
> CN(C(=O)c1cc2c(s1)-c1ccccc1S(=O)(=O)C2)c1ccccc1F
  -0.3, -22, -66, -51, 0.6, 18, 2, -12, -20, 7, -13
> CCC(=O)N1CCN=C1SCc1ccc(Cl)cc1
  -0.2, -15, -6, 0, -1.6, -2, 1, -6, -7, 2, 8
> CC1=CC2=NC(=O)CC(C)(C(=O)N(CC(=O)NC(C)(C)C)Cc3ccccc3)N2C=C1 (centres undefined)
  0.8, 10, 17, 15, -1.1, -18, 2, -8, 16, 5, -5
> Cc1c(C(=O)NN)[nH]c2ccc([N+](=O)[O-])cc12
  0.0, 18, 9, 3, -0.5, 7, 1, -4, 4, /, -11
> Cc1ccc(-n2nnnc2SCC(=O)Nc2ccccc2N2CCCCC2)cc1C
  0.4, 39, 14, 2, -2.3, 18, 0, -6, 6, 4, -22

Screens: PubChem BioAssay, several laboratories
